TRPM1 prom inh = MITF TRPM1 promoter inhibition in SK-MEL-5 cells; SK-MEL-5 TRPM1 promoter luciferase, 24 h; AID 488899; inhibition, % at 12.5 µM; 330,000 compounds, 0.83% hits;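 active = mean inhibition across replicates of 60% or more, whatever share of single replicates reaches that level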; also: values of inactives mirror those of a sister screen read the other way
PDI inh = blocks human protein disulfide isomerase activity; inhibition, % at 10 µM; P07237; PDI insulin aggregation turbidity, A650, 90 min; 350,000 compounds, 0.052% hits;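 active = mean inhibition across replicates of 30% or more, whatever share of single replicates reach that level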;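 also: absorbance from insulin aggregation driven by PDI reduction with DTT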
NR2E3 ag-1 = activates human NR2E3 receptor. Q9Y5X4. CHO-S Gal4-NCOR/VP16-NR2E3 two-hybrid, luciferase. inhibition of corepressor binding, % at 3.98 µM. 360,000 compounds, 0.35% hits. AID 602229;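 active = inhibition above the mean of all tested compounds plus 3 SD, cut at about 70% in these data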;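 also: 0% = DMSO with NR2E3 transfected cells and 100% = cells lacking NR2E3 construct; higher means lower luciferase signal from less NR2E3 corepressor binding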
Target sequence (Q9Y5X4 whole entry, looked up, the tested form may be a part): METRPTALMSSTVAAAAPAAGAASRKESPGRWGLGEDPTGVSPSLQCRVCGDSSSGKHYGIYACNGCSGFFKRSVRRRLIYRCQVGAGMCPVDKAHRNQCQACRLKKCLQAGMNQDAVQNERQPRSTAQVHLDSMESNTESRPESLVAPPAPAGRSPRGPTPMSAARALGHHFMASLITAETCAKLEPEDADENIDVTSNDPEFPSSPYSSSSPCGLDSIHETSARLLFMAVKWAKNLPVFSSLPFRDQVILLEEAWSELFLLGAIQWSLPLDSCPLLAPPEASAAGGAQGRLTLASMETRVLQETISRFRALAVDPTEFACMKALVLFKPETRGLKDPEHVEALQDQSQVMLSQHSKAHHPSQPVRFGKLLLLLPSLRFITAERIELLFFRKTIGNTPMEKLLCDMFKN
NR2E3 ag-2 = NR2E3 (human) agonism; Q9Y5X4; GST-NR2E3/biotin-RetCOR TR-FRET, 1536-well; inhibition of corepressor binding, % at 4.78 µM; 320,000 compounds, 0.12% hits; AID 2300;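 active = percent inhibition above the cutoff of mean plus 3 SD of all tested compounds, set per screening campaign, cut at about 20% in these data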;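 also: 0% = DMSO wells and 100% = biotin wells as full block of FRET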
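Format: 1536-well format; test system: GST-NR2E3 and biotin-RetCOR proteins; read-out basis: percent inhibition of TR-FRET ratio; timing: 5 h incubation at 4 °C; detection: time-resolved FRET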
CaV13 ICDI inh = Primary screen for inhibitors of IQ motif and Ca2+-dependent inactivation inhibitor domain binding in CACNA1D, Förster resonance energy transfer in living cells, …; HEK cells, CFP/YFP FRET ICDI-IQ, plate reader, 10 min; percent FRET-ratio fall versus neutral wells; inhibition, % at 12.3 µM; 340,000 compounds, 0.098% hits; AID 743397;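 active = mean replicate inhibition of at least 30% and at least 1% of replicates passing that level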;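 also: 0% = median of the neutral control wells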
m5-HT2A agonist = mouse HTR2A agonism via beta-arrestin recruitment | P35363 | 360,000 compounds, 0.66% hits | activation, % at 7.6 µM | CHO-K1 mHTR2A beta-arrestin complementation, luminescence; percent of 30 µM serotonin response;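 active = activation above a run cutoff, the mean activation of all tested compounds plus 3 SD, cut at about 14% in these data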;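 also: 0% = plate median of compound wells and 100% = 30 µM serotonin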
Target sequence (P35363 whole entry, looked up): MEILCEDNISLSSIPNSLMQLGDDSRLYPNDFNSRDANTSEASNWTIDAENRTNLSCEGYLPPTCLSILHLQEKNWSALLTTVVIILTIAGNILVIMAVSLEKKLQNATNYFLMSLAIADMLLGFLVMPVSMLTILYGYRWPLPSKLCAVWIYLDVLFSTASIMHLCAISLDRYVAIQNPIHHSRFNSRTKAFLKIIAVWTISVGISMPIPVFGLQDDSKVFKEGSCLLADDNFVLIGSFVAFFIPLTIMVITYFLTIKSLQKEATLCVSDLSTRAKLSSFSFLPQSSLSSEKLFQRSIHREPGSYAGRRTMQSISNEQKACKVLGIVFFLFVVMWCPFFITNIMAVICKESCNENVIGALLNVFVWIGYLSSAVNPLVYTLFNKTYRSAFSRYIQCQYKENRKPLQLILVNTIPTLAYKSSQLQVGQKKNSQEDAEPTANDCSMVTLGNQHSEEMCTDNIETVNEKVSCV
HIF-2a block = HIF-2a inhibition. 786-0 RCC cells HIF-2a reporter, luciferase luminescence, overnight. inhibition, % at 18.8 µM. 360,000 compounds, 0.72% hits. AID 624352;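 active = inhibition of the luminescence signal of 40% or more relative to plate controls, in a single-dose primary screen at 18.75 µM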
Peg3 prom inh = inhibitors of Peg3 promoter; AID 588405; inhibition, % at 20 µM; 360,000 compounds, 1.7% hits; HeLa PEG-Prom luciferase reporter, luminescence, overnight;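 active = inhibition of at least 50% at 20 µM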
iPSC survival up = enhancers of human iPSC single-cell survival; hiPSC single-cell survival, ATPlite luminescence; 100% = ROCK inhibitor wells, 0% = DMSO; survival enhancement, % at 20 µM; 360,000 compounds, 0.044% hits; AID 602274; in the data active = survival enhancement above about 18%;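 also: cells exposed to compounds for 16 hours before the ATP read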
Shn3 inh set2 = inhibitors of Schnurri-3 3'UTR reporter in osteoblasts. AID 588674. Clone20 osteoblast Shn3 3'UTR firefly luciferase, 24 h. 360,000 compounds, 0.52% hits. inhibition, % at 12.5 µM;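 active = mean inhibition of at least 75% with every replicate also reaching 75%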;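 also: 0% = median of neutral control wells and 100% = pilot-screen positive control compound; some compounds past the cut are filed as inactive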
Cardio protect = myocardial damage modulation in H9c2 cells; H9c2 cardiomyocytes, H2O2 injury protection, ATPLite, 2 h; protection from H2O2 cell death, % at 20 µM; 360,000 compounds, 0.63% hits; AID 588492;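 active = compounds giving at least 50% protection of heart cells from peroxide-induced death in the single-dose screen, raw or plate-pattern-corrected value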;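 also: 0% = DMSO wells with peroxide and 100% = DMSO wells without peroxide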
Numbers without * were called inactive; . = no result given. Not a hit list. About 3.9% of those tested had a hit in this group.

Compound	CaV13 ICDI inh	NR2E3 ag-1	HIF-2a block	NR2E3 ag-2	PDI inh	iPSC survival up	m5-HT2A agonist	Shn3 inh set2	Cardio protect	TRPM1 prom inh	Peg3 prom inh
O=C(CCC1CCCN(C(=O)C2=CCCC2)C1)N1CCN(c2ccccn2)CC1 (stereo unspecified)	-4	2	6	2	-1	0.6	0	1	10	4	-5
O=S(=O)(Nc1ccc(-n2cccc2)cc1)c1ccc(Cl)cc1Cl	-5	23	16	0	0	-1.6	3	-25	-17	2	14
COc1ccc(-c2c(-c3cc(OC)cc(OC)c3)n(C)c3ccc(-c4ccc(N(C)C)nc4)cc23)cc1	-4	-35	14	0	-7	-1.2	4	15	-4	-13	14
Cn1nnnc1SCC(=O)Nc1ccc(Cl)c(S(=O)(=O)N2CCOCC2)c1	-3	19	15	0	-6	-0.2	0	-2	6	1	17
Cc1ccccc1-c1cnc(C(O)c2ccc(Cl)c(F)c2)[nH]1 (stereo unspecified)	-7	17	-37	.	5	-2.4	-3	3	-6	.	6
Cc1nc(C)c(/C(O)=C\c2nc3ccc([N+](=O)[O-])cc3oc2=O)o1	-4	-13	8	-6	5	0.0	5	-2	-5	.	3
O=C(Nc1ccc(F)cc1F)N1CCCCCC1	-7	-31	-96	3	-7	0.2	1	16	-8	-32	-66
O=C(Nc1cccnc1)Nc1ccc(F)c(Cl)c1	-3	-22	-119	-4	-9	-2.7	-3	-1	-7	-32	-85
O=C(COc1ccccc1)N1CCN=C1SCc1ccccc1F	-3	10	-2	2	0	-0.7	-5	-5	-1	0	13
C=CCOc1nc(-c2ccncc2)nc2ccccc12	.	-5	4	-4	5	-2.7	3	7	1	-3	20
COc1ccc(S(=O)(=O)N(C)C[C@H]2OCc3cnnn3CCCC(=O)N([C@@H](C)CO)C[C@H]2C)cc1	-5	-14	8	.	-2	1.7	-4	1	2	.	7
CCOc1ccc(N2C(=O)CC(Sc3n[nH]c(-c4ccccc4)n3)C2=O)cc1 (stereo unspecified)	-3	-14	18	-1	3	-0.2	3	-17	-10	10	8
Cc1ccc(C)c(CN2C(=O)COc3ccc(C(=O)c4ccccc4C(=O)O)cc32)c1	-3	18	13	2	6	0.6	4	-13	-7	-3	20
CCc1nnc(NC(=O)C2CC(=O)N(CCc3ccc(F)cc3)C2)s1 (stereo unspecified)	-7	-14	1	6	-8	0.0	4	11	2	-9	-9
CC1CCc2nc(NC(=O)Nc3ccc4c(c3)OCO4)sc2C1 (stereo unspecified)	-5	-105	-319	-4	-10	-2.3	-3	-55	-12	-72	-290

Three entries already listed, ordered by their value in CaV13 ICDI inh, low to high.
smiles,CaV13 ICDI inh,NR2E3 ag-1,HIF-2a block,NR2E3 ag-2,PDI inh,m5-HT2A agonist,Shn3 inh set2,TRPM1 prom inh,Peg3 prom inh
O=C(Nc1ccc(F)cc1F)N1CCCCCC1,-7,-31,-96,3,-7,1,16,-32,-66
COc1ccc(-c2c(-c3cc(OC)cc(OC)c3)n(C)c3ccc(-c4ccc(N(C)C)nc4)cc23)cc1,-4,-35,14,0,-7,4,15,-13,14
Cn1nnnc1SCC(=O)Nc1ccc(Cl)c(S(=O)(=O)N2CCOCC2)c1,-3,19,15,0,-6,0,-2,1,17

Later entries:
Compound	CaV13 ICDI inh	NR2E3 ag-1	HIF-2a block	NR2E3 ag-2	PDI inh	iPSC survival up	m5-HT2A agonist	Shn3 inh set2	Cardio protect	TRPM1 prom inh	Peg3 prom inh
CC1=NN(c2ccccc2)C(=O)/C1=C/c1c(O)n(-c2ccc(F)cc2)[nH]c1=O	-2	-57	-154	0	-14	-2.3	-2	-37	1	-7	-213
COc1ccc(CN(C)S(=O)(=O)c2nnc(NC(=O)c3ccccc3Br)s2)cc1	-6	17	10	7	-1	-0.2	2	2	-5	14	24
C=CCS/C(=N\n1cnc2ccccc2c1=O)N(CC)CC	-5	-20	-21	0	-4	0.2	8	-12	1	11	-24
O=C(CN1CCN(S(=O)(=O)c2ccccc2F)CC1)NCC1(N2CCOCC2)CCCCC1	-5	-15	2	1	2	-0.1	-1	-4	14	-10	6
COc1ccc(N(C(=O)c2ccc(F)cc2)C2=CC3CCC(C2)N3C)cc1 (stereo unspecified)	-5	-22	9	-1	0	2.5	3	14	7	-3	-1
CCOCCCN1CC(C(=O)NCc2ccc3c(c2)OCO3)CC1=O (stereo unspecified)	-2	11	8	1	5	1.0	6	4	1	-6	3
C/C(=N\NC(=O)c1cc(C)oc1C)c1ccc2c(c1)OCO2	5	-19	16	0	-6	0.2	2	-3	1	3	14
CCC(C)Oc1cc(-c2ccnc(Nc3cccc(Cl)c3)n2)ccn1 (stereo unspecified)	-3	57	11	1	1	0.2	1	-31	-16	20	100*
Cc1ccc(C)c(S(=O)(=O)N2CCN(C(=O)CCC(=O)NCc3ccc(Cl)cc3)CC2)c1	-3	31	8	3	-7	-0.1	-2	-10	-2	-3	-2
CCC/C(C#CCCN1C(=O)c2ccccc2C1=O)=C1/c2ccccc2C(=O)N1c1ccccc1	-7	25	-64	.	-2	0.0	-8	-3	15	-6	37
Cc1ccc(-n2nc(C)c3c(-c4cccs4)c(C#N)c(N)nc32)cc1	-5	-51	3	2	-1	-1.3	4	25	21	17	86*
COc1ccccc1CNC(=O)C1CCCN(S(=O)(=O)c2c(C)[nH]c(=O)[nH]c2=O)C1 (stereo unspecified)	-1	-16	14	0	11	0.0	-1	-22	0	4	6
O=C(NCc1ccccc1)c1cc(C2CCCCN2S(=O)(=O)c2cccc3cccnc23)on1 (stereo unspecified)	-4	-10	-38	.	-4	0.3	7	-6	6	.	-4
CCN1CCN(c2ccc(NC(=O)c3ccc(Cl)c(S(=O)(=O)N4CCCC4)c3)cc2)CC1	-5	-3	5	.	6	-0.3	1	11	-3	13	8
N=C1/C(=C\c2ccc(Br)o2)C(=O)N=C2SC(CC(=O)N3CCCCC3)=NN12	-6	-8	4	1	-6	0.6	4	-13	3	5	-15
O=C(CN1C(=O)COc2ccccc21)c1cccc(Cl)c1	-8	-12	-6	6	-3	-1.4	-4	1	-3	-9	8
Cn1nnnc1SCC(=O)c1ccco1	.	-20	10	6	4	3.5	10	5	-3	7	10
C[C@@H]1CN([C@@H](C)CO)C(=O)CCCn2cc(nn2)CO[C@H]1CN(C)S(=O)(=O)c1ccccc1C#N	-9	-31	12	.	1	1.2	-1	3	0	.	-7
O=S1OC(c2ccccc2)c2cc(Cl)ccc21 (stereo unspecified)	-4	-4	10	-2	-7	-0.8	4	5	0	-6	15
COc1cc(NC2=Nc3cccc4cccc2c34)cc(OC)c1OC	-4	-9	15	3	-1	0.5	1	16	2	0	-1
C[C@@H]1CC=C[C@H]2[C@H]1C(=O)N(Cc1ccccc1)[C@H]2c1ccc2ccccc2c1	20	-18	44*	-2	-1	1.3	-1	-3	-20	-27	21
CN(C)S(=O)(=O)c1ccc(C(=O)NCC(=O)Nc2ccc(F)c(F)c2)cc1	-20	-27	-91	-3	-1	1.2	0	-5	-2	0	-44
Cc1ccc(S(=O)(=O)Nc2ccccn2)c(C)c1	-10	-24	15	.	-1	-2.2	2	6	3	.	1
COc1cc(OC)cc(C(=O)NNC(=O)CN2C(=O)NC(C)(c3ccccc3)C2=O)c1 (stereo unspecified)	-5	15	3	-3	0	0.7	0	-18	7	8	5
Cc1cc2oc(=O)c(CC(=O)O)c(C)c2c2occ(C(C)(C)C)c12	-3	-35	-117	-1	-1	0.2	4	-25	-2	-13	-90
COc1ccc(NC(=O)C(CC(=O)O)Cc2ccccc2)cc1 (stereo unspecified)	-6	7	3	-1	-3	-1.9	0	-28	1	12	1
O=C(N/N=C/c1ccc(-c2ccc([N+](=O)[O-])cc2)o1)c1cccnc1	-5	-34	-4	2	-8	-0.5	-6	-7	25	.	-4
O=C(CSc1ncn[nH]1)c1ccc(OC(F)F)cc1	5	6	5	-4	8	0.1	2	-21	8	-9	-2
Cc1ccc(CCNC(=O)C2CCN(S(=O)(=O)c3ccc4c(c3)NC(=O)C(C)S4)CC2)cc1 (stereo unspecified)	-3	12	0	3	3	1.7	3	76	-8	3	9
Cc1cnn(-c2ccc3nnc(-c4ccc(Br)cc4)n3n2)c1	-4	26	9	-3	-8	-1.4	1	4	0	-8	8
NC[C@H]1O[C@@H](n2ccc(N)nc2=O)[C@H](O)[C@@H]1O	-5	-2	7	.	.	-2.5	5	-22	-2	.	14
O=[N+]([O-])c1ccccc1Nc1cccc(F)c1	-4	-8	0	.	-4	2.5	-3	-12	3	-14	11
CC1=CCC2C(=O)N(c3cc(C)on3)C(=O)C2C1 (stereo unspecified)	.	-11	16	0	2	3.6	-1	5	6	-1	0
CC1=C(C(=O)N2CCCCCC2)CC(CC(=O)NC2CCCCC2)C(=O)N1Cc1ccc(C(C)(C)C)cc1 (stereo unspecified)	-7	20	-22	.	.	1.7	1	-19	5	.	12
O=C(c1cc(Br)c[nH]1)N1CCSCC1	-5	-13	13	5	4	2.2	10	21	3	-2	-6
CCn1nnnc1SCC(=O)Nc1cccc(NC(C)=O)c1	-6	2	19	-3	-8	1.0	4	-1	-3	-3	20
CC(C)c1ccc(Nc2nc(N3CCOCC3)nc(N3CCOCC3)n2)cc1	-5	-32	-10	.	1	-4.2	-3	10	-5	.	14
CC(C)(C)c1ccc2c(c1)OCC(C(=O)O)O2 (stereo unspecified)	-6	-13	10	3	0	-1.0	-3	-2	-1	-7	-7
CS(=O)(=O)c1ccc(Cl)c(NC(=O)COC(=O)CNC(=O)c2ccc(Br)o2)c1	.	19	3	2	1	-1.3	6	-12	3	12	5
O=C(NCc1cccnc1)c1cc(C2CCCCN2C(=O)OCCF)on1 (stereo unspecified)	-5	-21	7	.	5	1.9	0	-6	-1	.	-7
CCOC(=O)C1=C(C)Nc2ncnn2C1c1ccccc1F (stereo unspecified)	-6	4	12	1	2	0.5	-1	-3	2	-1	1
COc1ccc(C(=O)COc2ccc(C(C)=O)cc2OC)cc1OC	-15	-12	4	.	0	0.9	-3	-14	4	21	0
Nc1nonc1-n1nnc(C(=O)N/N=C/c2ccccc2F)c1CN1CCOCC1	-2	-4	8	-1	.	-0.8	-2	5	3	-8	-5
Cc1ccc(F)cc1NC(=O)CCOc1ccccc1	2	13	-6	-3	-5	0.9	-1	-16	15	0	-14
Cc1ccc(C)c(N2CCN(C(=O)C3CCC3)CC2)c1	-3	-11	9	2	-21	1.2	-5	4	0	-28	17
CCc1cccc(OCC(=O)Nc2cc(S(=O)(=O)N3CCOCC3)ccc2N2CCCC2)c1	.	-11	26	-2	5	0.0	2	0	-3	12	16
O=C(CN(C(=O)CNS(=O)(=O)c1ccc(F)cc1)C1CCCC1)NCc1ccco1	-2	-12	4	2	-2	-0.4	0	-2	0	-6	7
Cc1nn(-c2ccccc2)c2c1C(c1ccc([N+](=O)[O-])cc1)N1C(=N2)C(=O)Nc2ccccc21 (stereo unspecified)	-2	33	2	-5	2	0.5	1	-3	43	-1	53*
